APP transl inh: inhibitors of APP translation via 5'UTR reporter, primary screen, APP 5'UTR luciferase, SH-SY5Y cells. SH-SY5Y APP 5'UTR-luciferase reporter, luminescence. 190,000 compounds, 0.82% hits. AID 1285, 2008. inhibition, % at 2 µM;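 active = inhibition above a set limit, derived from the sample mean plus 3 SD, cut at about 45% in these data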; also: values of inactives mirror those of a sister screen read the other way
Hsp70 act: Hsp70 transcriptional activators, primary screen, cell-based, HeLa, Hsp70 promoter luciferase, luminescence, 10 µM; HeLa Hsp70 promoter luciferase reporter; scaled: vehicle 0, proteasome-inhibitor control 100%; 200,000 compounds, 0.04% hits; activation, % at 10 µM;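 active = activation above the mean across all tested compounds plus 3 SD, cutoff set per campaign, cut at about 5.5% in these data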;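 also: 100% = MG132 at 30 µM as the positive control and 0% = DMSO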
STAT1 act: STAT1 signaling activators, primary screen, cell-based, HTS, luciferase reporter | NIH 3T3 STAT1-luciferase reporter, IFN-gamma, luminescence; 100% = IFN-gamma alone, no compound | activation (% of control), % at 5.5 µM | 200,000 compounds, 2.6% hits;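 active = activation above the screen-wide mean activation plus 3 SD, cut at about 130% in these data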;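 also: raw ratio to IFN-gamma control signal so 100% means no change and 0% no light; values of inactives mirror those of a sister screen read the other way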
STAT1 inh: STAT1 signaling inhibitors, primary screen, cell-based, HTS, luciferase reporter | inhibition, % at 5.5 µM | NIH 3T3 STAT1-luciferase reporter, IFN-gamma, luminescence | 200,000 compounds, 0.35% hits;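 active = inhibition above a set limit, the mean inhibition across all tested compounds plus 3 SD, cut at about 34% in these data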;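 also: 0% = IFN-gamma with DMSO and 100% = IFN-gamma with 300 µM nifuroxazide; values of inactives mirror those of a sister screen read the other way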
STAT3 act: IL-6 driven STAT3 reporter potentiators, primary screen, U3A cells, luciferase, luminescence, MLSCN library; IL-6 STAT3-luciferase reporter; 100% = signal with IL-6 EC80 alone; activation (% of control), % at 5.6 µM; 190,000 compounds, 0.91% hits; AID 871, 2007;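 active = activation above the screen-wide mean of compound activation plus 3 SD, cut at about 130% in these data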;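 also: 0% = background luminescence of wells with medium and substrate only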
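Material: human STAT1-deficient U3A cells with stable STAT3-luciferase reporter / Probe or stimulus: IL-6 stimulus at 33 ng/mL final / Schedule: 1 h compound pre-exposure, 6 h IL-6 stimulation, 37 °C / Technique: luminescence / Read-out basis: percent of IL-6-only median luminescence / Control set: IL-6-only high control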
TLR4 MyD88 comp: inhibitors of TLR4-MyD88 association in cells, primary screen, cell-based, HeLa CL3-4, BLA complementation, FRET ratio | HeLa CL3-4 TLR4/MyD88 BLA complementation | 200,000 compounds, 0.18% hits | inhibition, % at 8.4 µM; in the data active = inhibition above about 25%;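 also: 0% = vehicle and 100% = reference inhibitor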
Target sequence (O00206 whole entry, looked up): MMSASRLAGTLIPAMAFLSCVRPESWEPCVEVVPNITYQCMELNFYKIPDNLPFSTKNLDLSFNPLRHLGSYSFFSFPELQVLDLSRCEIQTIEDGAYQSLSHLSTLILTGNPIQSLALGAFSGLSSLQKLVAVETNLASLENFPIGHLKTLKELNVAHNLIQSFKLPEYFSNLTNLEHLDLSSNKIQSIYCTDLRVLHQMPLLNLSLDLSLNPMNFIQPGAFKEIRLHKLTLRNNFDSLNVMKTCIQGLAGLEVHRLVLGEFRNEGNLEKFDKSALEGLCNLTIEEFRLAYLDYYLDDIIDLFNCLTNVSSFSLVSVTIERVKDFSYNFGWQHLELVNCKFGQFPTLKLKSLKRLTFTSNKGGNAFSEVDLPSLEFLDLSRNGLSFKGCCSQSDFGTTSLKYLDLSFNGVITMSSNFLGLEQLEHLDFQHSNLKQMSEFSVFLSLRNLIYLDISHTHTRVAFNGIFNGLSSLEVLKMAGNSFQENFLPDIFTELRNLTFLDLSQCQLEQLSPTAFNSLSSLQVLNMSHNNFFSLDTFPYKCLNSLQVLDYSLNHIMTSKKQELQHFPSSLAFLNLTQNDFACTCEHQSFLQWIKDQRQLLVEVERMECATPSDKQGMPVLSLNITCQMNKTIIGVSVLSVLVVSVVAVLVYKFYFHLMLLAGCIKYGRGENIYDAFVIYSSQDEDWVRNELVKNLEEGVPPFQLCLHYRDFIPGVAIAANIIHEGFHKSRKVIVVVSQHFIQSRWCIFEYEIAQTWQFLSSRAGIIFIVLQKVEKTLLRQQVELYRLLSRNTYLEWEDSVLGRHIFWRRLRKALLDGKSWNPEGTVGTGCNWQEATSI
Target sequence (Q99836 whole entry, looked up): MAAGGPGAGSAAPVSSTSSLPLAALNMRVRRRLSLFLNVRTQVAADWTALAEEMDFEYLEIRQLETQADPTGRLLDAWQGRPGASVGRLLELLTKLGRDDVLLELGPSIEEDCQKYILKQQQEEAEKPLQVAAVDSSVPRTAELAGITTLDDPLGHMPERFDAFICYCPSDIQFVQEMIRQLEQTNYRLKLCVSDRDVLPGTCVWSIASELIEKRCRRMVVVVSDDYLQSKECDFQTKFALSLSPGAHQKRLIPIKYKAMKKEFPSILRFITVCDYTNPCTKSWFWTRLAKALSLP
Diaphorase inh: diaphorase inhibitors and chemical oxidizers, primary screen, counter-screen for diaphorase-coupled primary assays, biochemical, uHTS, resorufin fluorescence | diaphorase resazurin-to-resorufin fluorescence, NADH, 16 min; bacterial (C. kluyveri) enzyme, not human | 190,000 compounds, 0.69% hits | inhibition, % at 20 µM;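 active = primary screen inhibition at 20 µM above a set limit, cut at about 50% in these data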;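 also: plate controls were DMSO with full reaction for no effect and wells lacking NADH for full effect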
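Assay system: diaphorase enzyme from Clostridium kluyveri; Input: enzyme working solution with 0.14 U/mL diaphorase; Timing: 16 min at room temperature; Technique: resorufin fluorescence, excitation 544 nm, emission 590 nm; Benchmarks: positive control minus NADH, DMSO neutral control.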
Diaph act CS: compounds boosting diaphorase resazurin reduction – biochemical, uHTS, resorufin fluorescence, counter-screen for diaphorase-coupled primary assays, primary screen; activation factor at 20 µM; Diaphorase/resazurin coupled assay, 16 min; hits give high values; 1 = vehicle wells, 0 = NADH-free wells; 190,000 compounds, 0.005% hits;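 active = diaphorase activity raised at least twofold by the compound at 20 µM; inactive = activation factor below 2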
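Material: Clostridium kluyveri diaphorase, purified enzyme; Quantity: enzyme 0.07 U/mL final; Medium: HEPES pH 7.4 buffer with MgCl2 and Tween 20; Dosing: single compound dose of 20 µM, 1% DMSO final; Schedule: 16 min reaction at room temperature; Measured by: red resorufin fluorescence at 544/590 nm excitation/emission.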
G6PDH counter: L. mesenteroides G6PDH inhibitors, counter-screen for G6PDH-coupled screening assays, biochemical, Leuconostoc mesenteroides enzyme; Purified L. mesenteroides G6PDH, diaphorase/resazurin coupled fluorescence, 45 min; inhibition, % at 5 µM; 200,000 compounds, 0.12% hits; AID 1020, 2008; in the data active = inhibition above about 50%
STAT3 blocker: IL-6 driven STAT3 reporter inhibitors, primary screen, U3A cells, luciferase, luminescence, MLSCN library | 190,000 compounds, 0.89% hits | inhibition, % at 5.5 µM | AID 862, 2007 | IL-6 STAT3-luciferase reporter; host cell line lacks STAT1;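 active = inhibition above the mean inhibition across all screened compounds plus 3 SD, cut at about 44% in these data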;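 also: 0% = DMSO only wells and 100% = 100 µM nifuroxazide control wells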
* = called active by the depositor; x = no result given.

entry | compound | APP transl inh | Hsp70 act | STAT1 act | STAT1 inh | STAT3 act | TLR4 MyD88 comp | Diaphorase inh | Diaph act CS | G6PDH counter | STAT3 blocker
1 | O=C(Nc1ccccc1C(=O)NCc1ccc(Cl)cc1)c1ccco1 | 3 | -0.3 | 100 | -1 | 102 | 3 | 4 | 1 | 0 | -3
2 | O=c1c2ccccc2nc(COc2ccccc2)n1/N=C/c1c[nH]c2ccccc12 | 11 | -0.1 | 114 | -16 | 106 | 12 | -6 | 1.1 | -24 | -8
3 | Cc1cc(C)cc(N=C2NC(=O)/C(=C/c3cccs3)S2)c1 | -14 | -0.5 | 101 | -1 | 118 | 1 | 19 | 0.8 | -3 | -21
4 | Cc1cc(C)c(C#N)c(N2CCCC(C(N)=O)C2)n1 (centres undefined) | -5 | 0.1 | 91 | 10 | 100 | -6 | 10 | 0.9 | -7 | 4
5 | CCCCn1[nH]c(-c2ccccc2)cc1=O | 12 | -0.3 | 90 | 11 | 97 | -9 | 2 | 1 | 19 | 7
6 | O=C(COC(=O)c1ccc(NS(=O)(=O)c2ccc3c(c2)OCCO3)cc1)NC1CC1 | 11 | -0.1 | 93 | 8 | 104 | -3 | 19 | 0.8 | 0 | -1
7 | COc1ccccc1CNC(=O)CSc1nnc2c(Cl)cc(C(F)(F)F)cn12 | -7 | -0.2 | 106 | -6 | 102 | 0 | 6 | 0.9 | -13 | 1
8 | CCOC(=O)c1ccc(Cn2cnc3ccccc3c2=O)cc1 | -6 | -0.3 | 98 | 2 | 97 | 0 | 19 | 0.8 | -1 | 7
9 | CCCCCOc1ccc(C(=O)NC(C(=O)O)C(C)C)cc1 (centres undefined) | -8 | 0.0 | 109 | -10 | 104 | -2 | 8 | 0.9 | 8 | -2
10 | CCc1c(C)c2ccc(OCC(N)=O)cc2oc1=O | 5 | -0.3 | 104 | -4 | 90 | -11 | -5 | 1.1 | -1 | 16
11 | CSCC(=O)N1CCCC(CNC(=O)c2ccc(-c3ccccc3)cc2)C1 (centres undefined) | 7 | 0.8 | 104 | -6 | 103 | 7 | 4 | 1 | 12 | 4
12 | CCCOC(=O)C1C2C=CC(C2)C1C(=O)OCC(=O)c1ccccc1 (centres undefined) | -11 | 0.0 | 104 | -4 | 102 | -10 | 8 | 0.9 | 1 | -2
13 | O=C(CCN1CCN(c2ccccc2)CC1)Nc1ccccc1F | -21 | 0.0 | 102 | -3 | 100 | 0 | 9 | 0.9 | 0 | 1
14 | Cn1c(/C=C/c2cccc([N+](=O)[O-])c2)nc2ccccc2c1=O | -5 | 4.0 | 107 | -7 | 99 | 0 | x | x | 11 | 3
15 | Cc1ccc(NC(=O)CCOc2ccccc2C)cc1F | -34 | -0.2 | 105 | -7 | 90 | -2 | 18 | 0.8 | 8 | 17
16 | CCCCCCC(=O)Nc1ccc(C(=O)N/N=C/c2cccnc2)cc1 | -7 | -0.2 | 98 | 3 | 110 | -1 | -5 | 1.1 | 0 | -4

Entries of single compounds, looked up by structure. Order of screens: APP transl inh | Hsp70 act | STAT1 act | STAT1 inh | STAT3 act | TLR4 MyD88 comp | Diaphorase inh | Diaph act CS | G6PDH counter | STAT3 blocker
O=C(CCN1CCN(c2ccccc2)CC1)Nc1ccccc1F as listed: -21 | 0.0 | 102 | -3 | 100 | 0 | 9 | 0.9 | 0 | 1
CCCCCOc1ccc(C(=O)NC(C(=O)O)C(C)C)cc1 (centres undefined) as listed: -8 | 0.0 | 109 | -10 | 104 | -2 | 8 | 0.9 | 8 | -2
CCCCCCC(=O)Nc1ccc(C(=O)N/N=C/c2cccnc2)cc1 as listed: -7 | -0.2 | 98 | 3 | 110 | -1 | -5 | 1.1 | 0 | -4

The results go on:
entry | compound | APP transl inh | Hsp70 act | STAT1 act | STAT1 inh | STAT3 act | TLR4 MyD88 comp | Diaphorase inh | Diaph act CS | G6PDH counter | STAT3 blocker
17 | CCN(CC)CCCNC(=O)C1c2ccccc2C(=O)N(C)C1c1ccc(OC)cc1 (centres undefined) | 2 | 0.1 | 100 | 0 | 95 | -3 | 5 | 1 | 4 | 10
18 | CCn1c(SC(C)C(=O)O)nnc1-c1cccnc1 (centres undefined) | 4 | -0.2 | 92 | 9 | 98 | 6 | 4 | 1 | 15 | 8
19 | Cc1cc(Nc2nc3ccccc3nc2Cl)n(-c2ccccc2C)n1 | 14 | -0.2 | 105 | -5 | 95 | -3 | 7 | 0.9 | 6 | 9
20 | O=c1c2ccccc2cnn1Cc1cccc(Br)c1 | -10 | -0.1 | 101 | -2 | 92 | -1 | x | x | 17 | 14
21 | Cc1nc2ncnn2c(C)c1CCC(=O)N1CCCCC1 | x | -0.3 | 100 | 1 | 100 | 0 | 11 | 0.9 | 1 | 6
22 | O=C(COc1ccc(Cl)cc1)NCCCn1ccnc1 | 8 | -0.2 | 92 | 9 | 101 | -4 | 0 | 1 | -1 | 2
23 | COc1cccc(CNC2CCCc3ccccc32)c1OC (centres undefined) | -4 | -0.3 | 99 | 0 | 100 | 1 | 15 | 0.9 | 2 | 3
24 | COc1ccc(N2CCN(CC(=O)Nc3cc4c(cc3C(C)=O)OCO4)CC2)cc1 | 11 | -0.2 | 102 | -2 | 103 | 1 | x | x | x | 0
25 | Oc1ccccc1N1CCN(CC(O)COCc2ccccc2Cl)CC1 (centres undefined) | 7 | -0.1 | 85 | 15 | 96 | 0 | 25 | 0.8 | 5 | 6
26 | CCn1c(=S)sc2c(=O)n(-c3ccccc3)c(SCC(=O)NCc3ccco3)nc21 | -3 | 0.0 | 97 | 4 | 100 | 1 | 32 | 0.7 | 0 | 4
27 | CCC1CCCCN1C(=O)CSc1nc(N)cc(N)n1 (centres undefined) | -12 | 0.0 | 99 | 0 | 92 | 0 | 1 | 1 | 10 | 15
28 | O=C(CCc1nc2ccccc2s1)OCc1ccccc1 | 6 | 0.1 | 91 | 10 | 94 | -14 | 7 | 0.9 | 7 | 8
29 | COc1ccc(N2CCN(c3nc4ccccc4nc3NS(=O)(=O)c3ccccc3)CC2)cc1 | 7 | -0.2 | 97 | 3 | 106 | 2 | 29 | 0.7 | 0 | -1
30 | CCC(=O)Nc1ccc(-c2csc(C)n2)cc1 | -20 | -0.4 | 116 | -14 | 97 | -7 | 7 | 0.9 | 7 | 1
31 | COc1ccc(N(CC(=O)NCC2CCCO2)C(=O)CCC(=O)Nc2nccs2)cc1 (centres undefined) | 8 | -0.3 | 94 | 6 | 102 | 17 | x | x | x | -1
32 | O=c1cc(CSc2nnnn2-c2ccccc2)[nH]c2[nH]n(-c3ccccc3)c(=O)c12 | 8 | -0.4 | 100 | 0 | 96 | -5 | 42 | 0.6 | 2 | 10
33 | O=C(Nc1ccncc1)c1cc(-c2ccccn2)nc2ccccc12 | 28 | 0.2 | 97 | 2 | 105 | -4 | 3 | 1 | -1 | 2
34 | Cc1cccc(NC(=O)c2ccc(S(=O)(=O)N3CCOCC3)cc2)n1 | -17 | -0.2 | 104 | -6 | 93 | -5 | -3 | 1 | 2 | 12
35 | CCOC(=O)C[N+](CC)(CC)CC#Cc1ccccc1 | -5 | 0.1 | 98 | 2 | 83 | -4 | 8 | 0.9 | 4 | 23
36 | CCOc1ccc(OCC(=O)Nc2ccc(OC)cc2)cc1 | -3 | 0.1 | 86 | 15 | 91 | -3 | 10 | 0.9 | 11 | 8
37 | CC(=O)Nc1ccc(NC(=O)C2CC(=O)N(Cc3ccccc3)C2)cc1 (centres undefined) | -18 | -0.3 | 103 | -4 | 94 | 0 | 5 | 1 | 3 | 10
38 | CCN(CC)S(=O)(=O)c1ccc2c(c1)nc(CCC(=O)Nc1ccc3c(c1)OCO3)n2C | 9 | 0.0 | 101 | -2 | 105 | -9 | 16 | 0.8 | 2 | -6
39 | O=C(c1ccco1)N1CCN(C(c2ccccc2Cl)c2nnnn2CC2CCCO2)CC1 (centres undefined) | -4 | -0.3 | 96 | 4 | 104 | 2 | 18 | 0.8 | 4 | 5
40 | CCN(CCn1cccn1)C(=O)CC1C(=O)NCCN1CC1CCCCC1 (centres undefined) | 5 | -0.1 | 101 | -2 | 102 | -3 | 23 | 0.8 | 12 | 3
41 | COc1ccccc1Nc1nc2ccccc2[nH]1 | -46 | 1.1 | 108 | -9 | 89 | -4 | 24 | 0.8 | 6 | 18
42 | CC(=O)Nc1nc(C)c(Oc2ccc(Cl)cc2Cl)c(=O)[nH]1 | 8 | 0.1 | 98 | 2 | 102 | 0 | 14 | 0.9 | 10 | -2
43 | Cc1ccnc(NS(=O)(=O)c2ccc(N3C(=O)Nc4ccccc4N3O)cc2)c1 | -12 | -0.2 | 93 | 5 | 106 | -9 | 2 | 1 | 4 | -4
44 | CCc1ccc(NC(=O)CNC(=O)c2cn(-c3ccccc3OC)c(=O)c3ccccc23)cc1 | 12 | -0.2 | 100 | 0 | 105 | -3 | 10 | 0.9 | 12 | 1
45 | O=S(=O)(Cc1ccccc1)NCC1CCCO1 (centres undefined) | 11 | 0.2 | 107 | -6 | 106 | 18 | 10 | 0.9 | -4 | 0
46 | COc1ccc(CC(=O)Nc2ccc(N3CCCCC3)cc2)cc1 | -4 | -0.1 | 118 | -19 | 99 | 10 | -11 | 1.1 | 2 | 7
47 | CCc1c(O)cc(=O)n(-c2ccccc2)c1-c1ccccc1 | -3 | 0.1 | 99 | 1 | 105 | 0 | 15 | 0.8 | -1 | -8
48 | N#Cc1c(SCC(=O)Nc2nccs2)nc2c(c1-c1ccco1)CCCC2 | 7 | -0.1 | 94 | 7 | 96 | 14 | -1 | 1 | 5 | 16
49 | CCN1CCN(Cc2cccc(Oc3ccc(Cl)cc3)c2)CC1 | 6 | -0.5 | 102 | 4 | 89 | 7 | -2 | 1 | 4 | 14
50 | Cc1cc(CNC(=O)Cc2ccccc2)c2ccccc2n1 | -3 | 0.1 | 120 | -23 | 99 | 7 | 2 | 1 | 2 | 4
51 | COc1ccc(C(=O)Nc2cc(C(C)=O)c(C)oc2=O)cc1 | -26 | 0.2 | 99 | 0 | 99 | -19 | 8 | 0.9 | -4 | 4
52 | N#C/C(=N/O)c1nc(-c2ccc(F)cc2)cs1 | 1 | -0.4 | 100 | -1 | 94 | -11 | 13 | 0.9 | 4 | 15
